Screening results (PubChem)
NPC1 prom act – qHTS Assay for NPC1 Promoter Activators | Huh7 NPC1 promoter luciferase reporter, 24 h | Potency, µM (doses to about 9.22 µM), inactives show at the highest dose activation, usual class: activators | actives 2.4% (n = 320,000) | AID 485313, 2010;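 also: % of control where 0% means no effect; nearly all actives have a fitted effect of over 60% in size; reporter is driven by a mutant NPC1 promoter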
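Readout is luciferase luminescence, reflecting NPC1 promoter activation in stably transfected Huh7 cells after 24 h compound exposure at 37 °C in reduced-serum medium with 10% FBS.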
p53 reactivator – qHTS assay for re-activators of p53 using a Luc reporter; H1299 p53-A138V BP100-luciferase reporter, luminescence, 24 h; Potency, µM (highest dose often 92.2 µM), inactives show top-dose activity change, positive = activation, hits mostly activators; AID 504706, 2011; actives 0.063% (n = 320,000); also: % of control where 0% means no effect; nearly all actives have a fitted effect of over 45% in size
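p53-null H1299 cells stably carrying temperature-sensitive p53-A138V and a BP100-luciferase reporter were pinned with compounds (4-point, 1:5 series) and held 24 hrs at 37 deg C. Luminescence was read 10 min after detection reagent.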
MBNL1 CUG block – qHTS Assay for Inhibitors of MBNL1-poly(CUG) RNA binding; AID 2675, 2010; Muscleblind-like protein 1 (Homo sapiens), Q9NR56; Potency, µM (series often up to 57.5 µM), without a hit: top-dose activity change, negative = inhibition, most hits filed as inhibitors; TR-FRET MBNL1-His/biotin-(CUG)12 binding, 665/545 ratio; actives 0.036% (n = 280,000); active = well fitted inhibition curve with a large enough effect in the signal ratio, with a control signal flat, not every such curve was filed as active; inconclusive = small, poorly fitted or top-dose-only effect, or effect the other way, or a change in a side signal; inactive = no such curve, though single readings can be large or run the other way; the % refers to the signal ratio; also: % is scaled to controls: 0 for no effect and ±100 for the full control effect
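TR-FRET between His-tagged MBNL1 and biotin-(CUG)12 RNA, detected with Tb anti-His antibody (0.055 ng/ul) and streptavidin-XL665 (5 nM), 60 min at room temperature. Compounds titrated 92 nM to 58 uM; 665/545 nm ratio normalized to buffer and complex controls.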
BRCA1 expr up – qHTS Assay to Identify Small Molecule Activators of BRCA1 Expression; MCF7-BRCA1-FFLuc reporter, luminescence, 48 h; response scale: scaled: vehicle 0%, 10 µM genistein 100%; Potency, µM (top dose mostly 46.1 µM), inactives show at the highest dose activation, usual class: activators; actives 1.1% (n = 380,000); also: nearly all actives have a fitted effect of over 80% in size; some results filed as inactive show a strong effect at the top dose
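Using MCF7 cells harboring a BRCA1 firefly luciferase reporter, plated 2 h before compound pinning, the screen measured luminescence after 48 h incubation. Responses were normalized to DMSO and 10 microM genistein, then fitted for concentration-effect.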
FLuc counter – qHTS profiling assay for firefly luciferase inhibitor/activator using purifed enzyme and Km concentrations of substrates (counterscreen for miR-21 project); Potency, µM (highest dose often 57.5 µM), for the others: at the top dose activity change, negative = inhibition, hits mostly inhibitors; Luciferin 4-monooxygenase (Photinus pyralis), P08659; purified FLuc, Km substrates, luminescence inhibition; actives 6.9% (n = 360,000);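 also: plate controls were vehicle for no effect and reference inhibitor for full effect; nearly all actives have a fitted effect of over 55% in size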
Target sequence (P08659 whole entry, looked up): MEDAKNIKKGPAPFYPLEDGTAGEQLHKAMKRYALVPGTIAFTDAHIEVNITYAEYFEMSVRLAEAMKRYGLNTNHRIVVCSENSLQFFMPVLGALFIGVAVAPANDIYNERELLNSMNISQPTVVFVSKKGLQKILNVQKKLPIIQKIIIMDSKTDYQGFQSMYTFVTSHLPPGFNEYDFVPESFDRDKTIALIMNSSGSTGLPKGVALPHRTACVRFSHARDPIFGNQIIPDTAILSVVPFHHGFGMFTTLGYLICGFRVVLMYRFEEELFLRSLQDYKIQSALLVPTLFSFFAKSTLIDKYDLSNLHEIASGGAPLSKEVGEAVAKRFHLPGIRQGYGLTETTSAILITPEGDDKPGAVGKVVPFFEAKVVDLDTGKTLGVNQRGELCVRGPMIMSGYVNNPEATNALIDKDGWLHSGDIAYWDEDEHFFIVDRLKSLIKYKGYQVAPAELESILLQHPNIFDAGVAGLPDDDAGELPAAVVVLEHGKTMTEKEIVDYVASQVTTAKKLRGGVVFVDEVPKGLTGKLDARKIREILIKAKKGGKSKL
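Purified P. pyralis luciferase (10nM final) with 10uM D-luciferin and 10uM ATP (Km levels) in 50mM Tris acetate pH 7.5, 10mM Mg acetate, 0.01% Tween-20, 0.05% BSA; qHTS 6-point titration, ~60 µM downward; luminescence read.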
uPA generation – qHTS for Inhibitors of Cell Surface uPA Generation; cell surface uPA generation assay, qHTS; Potency, µM (doses to about 38.3 µM), for the others: at the highest dose activity change, negative = inhibition, hits mostly inhibitors; actives 0.31% (n = 330,000); AID 540303, 2011; active = well fitted inhibition curve with a large enough effect; inconclusive = small, poorly fitted or top-dose-only effect; inactive = no such curve, though single readings can be large or run the other way; tested in mouse RAW 264.7 cells; also: % is scaled to controls: 0 for no effect and ±100 for the full control effect; nearly all actives have a fitted effect of over 55% in size
Rab9 promoter act – qHTS Assay for Rab9 Promoter Activators; Huh7 Rab9 promoter-luciferase reporter, luminescence, 24 h; Potency, µM (titrated, usually from 9.22 µM), without a hit: at the highest dose activation, negative = inhibition, hits mostly activators; actives 2.8% (n = 320,000); also: % of control where 0% means no effect; nearly all actives have a fitted effect of over 60% in size
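Promoter activation is measured as luciferase luminescence in Huh7 cells stably transfected with a Rab9 promoter–luciferase construct, following 24 h compound exposure at 37 °C and 10 min reagent incubation at ambient temperature.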
Gal4-VP16 FLuc – VP16 counterscreen qHTS for inhibitors of ROR gamma transcriptional activity; Drosophila S2 Gal4-VP16 UAS-luciferase, luminescence, 20 h; Potency, µM (top dose mostly 53.6 µM), without a hit: at the top dose activity, negative = inhibition, usual class: inhibitors; actives 3.5% (n = 310,000); AID 2546, 2010;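 also: Gal4-VP16 expression switched on by copper sulfate through the metallothionein promoter; % is scaled to controls: 0 for no effect and ±100 for the full control effect; nearly all actives have a fitted effect of over 50% in size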
RORg inh – qHTS for inhibitors of ROR gamma transcriptional activity; Nuclear receptor ROR-gamma (Mus musculus), P51450; Drosophila S2 Gal4-RORgamma UAS-luciferase reporter, 20 h; Potency, µM (series often up to 53.6 µM), for inactives: top-dose activity change, negative = inhibition, usual class: inhibitors; actives 5.4% (n = 310,000); AID 2551, 2010; also: % is scaled to controls: 0 for no effect and ±100 for the full control effect; nearly all actives have a fitted effect of over 60% in size
Target sequence (P51450 whole entry, looked up, the tested form may be a part): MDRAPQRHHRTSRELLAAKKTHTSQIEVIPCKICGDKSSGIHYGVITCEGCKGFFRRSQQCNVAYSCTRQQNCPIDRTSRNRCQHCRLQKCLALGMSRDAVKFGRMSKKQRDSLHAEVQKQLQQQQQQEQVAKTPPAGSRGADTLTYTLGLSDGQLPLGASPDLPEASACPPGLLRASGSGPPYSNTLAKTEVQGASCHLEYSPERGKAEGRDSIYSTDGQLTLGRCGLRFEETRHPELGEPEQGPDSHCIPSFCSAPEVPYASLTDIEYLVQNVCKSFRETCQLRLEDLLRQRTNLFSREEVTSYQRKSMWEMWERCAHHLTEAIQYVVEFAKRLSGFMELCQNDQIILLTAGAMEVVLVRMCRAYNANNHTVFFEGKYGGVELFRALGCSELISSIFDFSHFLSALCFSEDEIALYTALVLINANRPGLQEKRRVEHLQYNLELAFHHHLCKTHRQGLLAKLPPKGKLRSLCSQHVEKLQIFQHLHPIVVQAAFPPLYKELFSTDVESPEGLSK
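Luminescence from a UAS-regulated Photinus luciferase reporter in stably transfected Drosophila Schneider cells is measured; decreased signal marks ROR gamma inhibition. Fusion expression is induced by 700 uM copper sulfate for 20 hr.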
ELG1 genotox – qHTS screen for small molecules that induce genotoxicity in human embryonic kidney (HEK293T) cells expressing luciferase-tagged ELG1. HEK293T ELG1-luciferase reporter, luminescence, 16 h. Potency, µM (highest dose often 46 µM), inactives show at the top dose activity change, positive = activation, usual class: activators. actives 1.3% (n = 330,000). AID 504466, 2011; also: % of control where 0% means no effect; nearly all actives have a fitted effect of over 60% in size
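HEK293T cells expressing luciferase-tagged ELG1 were treated with compound or DMSO for 16 hr at 37°C. Luciferase activity was then read after 30 min with ONE-Glo at room temperature; rising signal flags genetic stress.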
Active calls of the source: *; ? = inconclusive; / = not tested or not shown; [ ] = dose if it differs, or a comment. Unless noted, calls follow the shape of the dose curve; as a rule, active = well fitted curve in the direction sought with a large enough effect; inconclusive = small, poorly fitted or top-dose-only effect, or another doubt; inactive = no such curve, though single readings can be large; an effect the other way counts as inactive or inconclusive. Potency is read from the fitted curve at half-maximal effect. Rows were taken by chance (roughly 13% active in at least one column).

SMILES	NPC1 prom act	p53 reactivator	MBNL1 CUG block	BRCA1 expr up	FLuc counter	uPA generation	Rab9 promoter act	Gal4-VP16 FLuc	RORg inh	ELG1 genotox
COc1ccccc1COCC(O)CNCC1(N2CCCCC2)CCCCC1 (stereo not given)	-6%	-1%	0%	-2%	4%	0%	1%	18%	-11%	-1%
c1ccc2c(c1)SCc1nnc(-c3ccncc3)n1-2	1%	-4%	-9%	-6%	-2%	1%	3%	-1%	3%	0%
NS(=O)(=O)c1ccc(NC(=O)CN2CCc3ccccc3C2)cc1	-6%	1%	0%	-7%	-1%	-9%	2%	1%	?	0%
O=C(COc1ccc(Br)cc1)Nc1ccc2oc(=O)ccc2c1	2%	-10%	41%[activator]	-7%	-1%	2%	-3%	-12%	-18%	18%
CSCCC(NC(N)=O)C(=O)Nc1cccc(C#N)c1 (stereo not given)	0%	1%	-11%	8%	3%	-3%	-2%	-6%	4%	3%
COc1ccc(NC(=S)N(CCc2c(C)[nH]c3ccc(C)cc23)Cc2cccs2)cc1	-2%	-7%	39%[activator]	-37%	-2%	-29%	-8%	-10%	?	-11%
Cc1ccnc(NC(=O)CCC(=O)N(CC(=O)NCc2ccc(F)cc2)CC2CCCO2)c1 (stereo not given)	1%	0%	-4%	-18%	1%	9%	1%	4%	5%	-5%
COC(=O)C1=CN(Cc2ccc(OC)cc2)C=C(C(=O)OC)C1c1cc(OC)c(OC)c(OC)c1	-3%	-3%	?	-3%	-1%	-4%	-6%	0%	15%	4%
Cn1cc(CN2CCC(Oc3ccc(C(=O)N4CCCCC4)cc3)CC2)cn1	1%	14%	-5%	-4%	1%	-1%	0%	3%	-26%	0%
CC1CCN(C(=O)c2[nH]cnc2C(=O)Nc2cccc(Cl)c2)CC1	-3%	-13%	/	0%	-2%	-7%	0%	/	/	0%
O=C(CN1CCCCC1)NC(=O)Nc1ccccc1F	13%	29%	/	40%	?	2%	23%	/	/	9%
O=C(O)C1CCN(C(=O)c2ccc3c(c2)OCO3)CC1	-5%	10%	4%	-3%	2%	0%	0%	-8%	-23%	0%
O=C(CN1C(=O)NC2(CCc3ccccc32)C1=O)c1ccccc1 (stereo not given)	-2%	17%	6%	17%	-1%	-6%	-1%	7%	0%	6%
C/C(=N\NC(=O)C(N)=O)c1cccc([N+](=O)[O-])c1	0%	13%	?	-7%	-2%	14%	-3%	-4%	0%	2%
O=C(CCC1CCCCC1)NCc1ccncc1	1%	2%	2%	-1%	5%	-6%	0%	?	-11%	0%
COCc1ccc(CN2CCC(n3nccc3NC(=O)CCOc3ccccc3)CC2)o1	-3%	-11%	7%	11%	2%	-1%	12%	?	8.9µM*	-2%
O=C(Cc1ccc(F)cc1)NCC1CCCO1 (stereo not given)	5%	-1%	22%	0%	?	2%	-1%	-21%	11µM*	15%
O=C(OCC(=O)N1CCCc2ccccc21)c1cnc(Cl)c(Cl)c1	-1%	-14%	-11%	-31%	3%	-19%	12%	?	98%	16%
COc1cc(/C=N\NC(=O)c2cccnc2)ccc1OC(=O)c1ccccc1Cl	-1%	10%	0%	-2%	11µM*	-4%	3%	2%	-3%	14%
CC(C)(C)c1cc(S(=O)(=O)CCc2ccccn2)cc(C(C)(C)C)c1F	0%	3%	-14%	-47%	0%	12%	-5%	-9%	-45%	-10%
CCOC(=O)c1ccc(N2C(=O)CC(N3CCN(C(=O)c4ccccc4)CC3)C2=O)cc1 (stereo not given)	-1%	5%	-4%	1%	-15%	2%	-17%	-22%	-4%	-1%
CC[C@@]1(C(=O)OC)N[C@H](CN(C)C(=O)COC)[C@@H]2C(=O)N(C)C(=O)[C@@H]21	/	4%	/	-9%	/	11%	/	/	/	1%
CCc1ccccc1Nc1cc(C(=O)NCc2ccccn2)c2ccccc2n1	1%	1%	6%	-13%	17µM*	1%	-1%	14%	35%	-11%
CN(CC(=O)Nc1ccc(F)c(F)c1F)C(=O)C1CSC2(C)CCC(=O)N12 (stereo not given)	-3%	?	/	1%	7%	-1%	1%	/	/	-4%
C=CCN1C(=O)/C(=C\c2ccc(Cl)cc2)N=C1SCC(=O)NC1CCCCC1	-2%	-1%	-1%	0%	5%	0%	14%	0%	16%	5%
COc1ccc(N(CC(=O)NCc2cccs2)S(=O)(=O)c2ccc(F)cc2)cc1	-1%	-4%	/	3%	8%	1%	-1%	/	/	1%
Cc1nn(Cc2ccc(Cl)cc2)c(C)c1NC(=O)c1cc(-c2ccco2)on1	-6%	-4%	0%	-4%	4%	-20%	-3%	-1%	40%	-10%
CN(CC(=O)Nc1ccccc1C(F)(F)F)C(=O)CCc1nc2ccccc2c(=O)[nH]1	-2%	-2%	/	-23%	0%	-4%	1%	/	/	-1%
CCC(C)NC(=O)C1CCC(CNS(=O)(=O)c2ccc3c(c2)CC(C)N3C(=O)C2CC2)CC1 (stereo not given)	2%	3%	-4%	-22%	5%	-10%	-1%	-11%	16%	-6%
Cc1cccc(NCC(=O)N/N=C\c2cccn2C)c1	-1%	2%	15%	-1%	-5%	3%	-2%	7%	-11%	0%
Cc1ccc2c(C)c(C(=O)NCc3ccc(S(N)(=O)=O)cc3)oc2c1	-8%	-3%	7%	-17%	1%	1%	-3%	-2%	-1%	-1%
Cc1cc(O)cc2c1C(=O)/C(=C/c1ccco1)O2	?	?	?	88%	12µM*	-7%	-2%[1.84 µM]	10%	-16%	22%
CN(C)C(=O)CN1CCN(c2nc3nonc3nc2N2CCCCC2)CC1	-1%	5%	13%	-7%	6%	-2%	-7%	16%	-20%	0%
COC(=O)/C(=C/Nc1ccccc1)[N+](=O)[O-]	-3%	-5%	0%	15%	-2%	9%	-1%	8%	3%	3%
CCc1ccc(C2CC(=O)N3CN(c4ccccc4)CSC3=C2C#N)cc1 (stereo not given)	-3%	6%	27%	20%	?	-9%	2%	9%	?	8%
CSc1n[nH]c(N)c1S(=O)(=O)c1ccc(Cl)cc1	1%	-7%	-2%	3%	0%	5%	0%	-3%	?	-2%
COc1ccc(OC)c(NC(=S)NCCN2CCOCC2)c1	0%	5%	/	4%	-1%	1%	1%	-6%	-11%	1%
CC1=C(C)/C(=N\OS(=O)(=O)c2ccccc2)C=CC1=O	-11%	-17%	5%	-93%	-14%	-14%	-31%[inhibitor]	2.5µM*	2.5µM*	-2%
CCOC(=O)N1CCN(C(=O)CSc2ccc(C(F)(F)F)cc2[N+](=O)[O-])CC1	-2%	4%	?	-20%	0%	-6%	1%	-9%	3%	-11%
CCCCn1c(N)c(N(CC(C)C)C(=O)CSCc2cccc(C)c2)c(=O)[nH]c1=O	7%	1%	/	-24%	1%	-4%	-3%	/	/	-2%
O=C(N[C@@H]1CCC(=O)N(CC[C@H](Sc2ccccc2)c2ccccc2)CC1)OCc1ccccc1	-1%	/	-5%	-15%	9%	9%	1%	6%	24%	-11%
CN(C)S(=O)(=O)c1cccc(C(=O)C2=C3SC=C(c4ccccc4)N3CC2)c1	-3%	-1%	15%	-37%	?	-5%	-2%	2%	2%	-4%
NC(=O)COC(=O)CSc1ccc2ccccc2c1	3%	-1%	5%	-8%	?	2%	6%	-5%	-32%	2%
Cn1nc(C(C)(C)C)c([N+](=O)[O-])c1C(=O)NC1CCCCC1	-2%	-5%	-1%	-2%	2%	-5%	2%	-4%	-8%	0%
c1cnn(Cc2cnc(N3CCOCC3)s2)c1	-4%	-1%	-5%	0%	6%	0%	-3%	-3%[10 µM]	-2%	-4%
CCSc1sc(CC)cc1C=O	0%	0%	0%	-3%	-1%	-2%	-1%	10%	-7%	?
CC(=O)C1C(c2ccncc2)NC(=O)NC1(O)C(F)(F)F (stereo not given)	-1%	-14%	0%	14%	-2%	/	0%	-7%	24%	1%
CC(=O)c1c(C)[nH]c(C(=O)CSc2ncnc3sc(-c4ccccc4)cc23)c1C	-19%	-1%	/	-47%	-2%	5%	-23%	?	-24%	4%
Cc1cc(C(=O)O)ccc1-c1ccc(/C=C2\SC(=O)N(CC(=O)Nc3ccc4c(c3)OCO4)C2=O)o1	-3%	20%	3%	/	?	/	-2%	?	12%	0%
COc1cc(C(=O)NCC(=O)OCCN2C(=O)c3ccccc3C2=O)cc(OC)c1OC	-2%	10%	/	5%	-1%	-13%	-3%	4%	-1%	0%
CC(C)OCCCNC(=O)c1cc(Sc2ccc(F)cc2)nc2ccccc12	0%	-6%	1%	-21%	0%	1%	0%	-9%	-7%	-9%
